Source: PubChem (several laboratories)
OXTR potentiate – potentiators of human oxytocin receptor; P30559; CHO-OTR cells, Fluo-8 calcium fluorescence, potentiator mode; 0% = oxytocin EC15, 100% = EC100; activation, % at 3 µM; actives 0.061% (n = 320,000); AID 2445;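 active means activation above that plate's cutoff, the mean activation of tested compounds plus 3 SD, cut at about 6.6% in these data, passing the limit was not always enough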;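 further: 100% uses oxytocin at 75 nM as the full agonist control; some results filed as inactive read as strong as hits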
Target sequence (P30559 whole entry, looked up): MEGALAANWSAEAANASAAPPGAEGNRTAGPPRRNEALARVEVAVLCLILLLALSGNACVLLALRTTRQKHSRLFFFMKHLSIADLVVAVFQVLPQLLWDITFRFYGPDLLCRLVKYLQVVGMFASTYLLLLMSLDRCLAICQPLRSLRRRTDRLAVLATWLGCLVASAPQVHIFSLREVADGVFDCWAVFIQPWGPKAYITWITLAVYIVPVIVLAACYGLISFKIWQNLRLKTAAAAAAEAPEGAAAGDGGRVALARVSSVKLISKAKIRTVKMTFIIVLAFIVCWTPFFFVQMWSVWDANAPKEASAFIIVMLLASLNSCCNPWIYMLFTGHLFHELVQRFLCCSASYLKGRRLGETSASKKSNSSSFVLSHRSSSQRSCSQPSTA
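test system = CHO-OTR cells, human receptor | compound = single-point 3.0 µM | schedule = 6 min compound pre-incubation at room temperature, 100 s kinetic read | signal = Fluo-8 no-wash calcium dye fluorescence, excitation 470-495 nm, emission 515-575 nm | repeats = single well per compound, singlicate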
MEKK2 mut-MEK5 – signal of MEK5 binding to mutant human MEKK2 PB1 domain | actives 0.35% (n = 290,000) | percent response, % at 10 µM | bead flow cytometry, Alexa488-MEK5 binding to MEKK2 mutant | AID 1530; in the data active means percent response above about 24%, passing the limit was not always enough; further: inactives centre near 1; some results filed as inactive read as strong as hits; reference of the scale not given here
OXTR ag – agonists of human oxytocin receptor; activation, % at 3 µM; actives 0.32% (n = 320,000); P30559; CHO-OTR cells, Fluo-8 calcium fluorescence; normalized: DMSO 0%, oxytocin 100%;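 active means activation above the mean of all tested compounds plus 3 SD, cutoff set per screening run, cut at about 20% in these data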;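 further: peak over basal fluorescence ratio from a 100 s FLIPR kinetic read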
PfM18AAP inh – PfM18AAP enzyme inhibition | inhibition, % at 7.35 µM | recombinant PfM18AAP, H-Glu-NHMec fluorogenic cleavage | actives 1.2% (n = 290,000) | AID 1822;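 active means inhibition above the campaign mean inhibition over all tested compounds plus 3 SD, cut at about 28% in these data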;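 further: 0% = plate median of test compound wells and 100% = 2 mM ZnCl2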
V1R ag counter – counter-screen for oxytocin receptor agonists: human V1a receptor agonists | activation, % at 3 µM | P37288 | actives 0.25% (n = 320,000) | AID 2797 | CHO-V1R cells, Fluo-8 calcium fluorescence, agonist mode; 0% DMSO, 100% 3 nM vasopressin;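 active means activation above the mean activation of all tested compounds plus 3 SD, per screening run, cut at about 20% in these data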;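 further: signal is peak over basal fluorescence ratio across a 100 second FLIPR read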
GalR3 antag – antagonists of human GalR3. actives 0.44% (n = 360,000). inhibition, % at 3 µM. HEK293 GalR3-CNG cAMP membrane potential fluorescence; galR3 body fused to GalR1 C-terminus. O60755;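 active means inhibition above the screen-wide average plus 3 SD, cut at about 13% in these data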;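 further: forskolin and galanin both at EC90 stimulate the cells; cAMP rise reported by CNG channel membrane potential dye signal; 0% = forskolin plus galanin with DMSO and 100% = forskolin alone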
Target sequence (O60755 1-299 limits assumed): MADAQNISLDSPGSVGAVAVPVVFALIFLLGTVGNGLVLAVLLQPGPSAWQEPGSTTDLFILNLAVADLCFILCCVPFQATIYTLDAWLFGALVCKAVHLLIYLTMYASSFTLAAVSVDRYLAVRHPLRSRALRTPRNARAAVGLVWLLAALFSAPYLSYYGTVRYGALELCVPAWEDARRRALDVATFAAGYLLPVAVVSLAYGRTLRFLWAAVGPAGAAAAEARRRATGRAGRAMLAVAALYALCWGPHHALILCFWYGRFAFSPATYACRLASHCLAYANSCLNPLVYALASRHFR
NALP1 inh – NALP1 inhibition | S. cerevisiae NALP1/ASC/caspase-1 growth, X-gal OD620, 72 h | inhibition, % at 10 µM | actives 0.61% (n = 280,000); in the data active means inhibition mostly above about 24%, no sharp cut-off; inactive means mostly below about 32%; further: some compounds called inactive have numbers as strong as hits
GPR7 antagonist – antagonists of human GPR7 (neuropeptides B/W receptor 1); AID 1861; GPR7-expressing cells, fluorescence antagonist assay; actives 1.1% (n = 290,000); P48145; inhibition, % at 4.4 µM; in the data active means inhibition above about 16%, passing the limit was not always enough;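 further: cells stimulated with the agonist NPW; 0% = agonist with vehicle and 100% = vehicle without agonist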
Target sequence (P48145 whole entry, looked up): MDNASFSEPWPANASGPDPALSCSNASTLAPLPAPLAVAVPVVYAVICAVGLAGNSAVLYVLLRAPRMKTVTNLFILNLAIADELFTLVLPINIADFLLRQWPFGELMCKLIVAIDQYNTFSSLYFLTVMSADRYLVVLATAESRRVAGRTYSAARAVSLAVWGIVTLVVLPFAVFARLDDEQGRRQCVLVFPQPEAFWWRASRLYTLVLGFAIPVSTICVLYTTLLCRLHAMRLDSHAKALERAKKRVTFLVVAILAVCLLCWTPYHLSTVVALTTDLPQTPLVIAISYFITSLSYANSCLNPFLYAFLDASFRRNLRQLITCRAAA
MEKK2wt PB1 HTS – raises or lowers MEK5 binding to wildtype human MEKK2 PB1 domain | Q9Y2U5 | bead flow cytometry, Alexa488-MEK5 binding to MEKK2 WT; actives lie on both sides | binding response (% of control), % at 10 µM | actives 1.1% (n = 290,000) | AID 1531; in the data active means binding response below about 67% or above about 130%
Active calls of the source: *; / = no result given.

Sequence of screens: NALP1 inh, GalR3 antag, PfM18AAP inh, OXTR potentiate, GPR7 antagonist, MEKK2wt PB1 HTS, OXTR ag, MEKK2 mut-MEK5, V1R ag counter
- O=C(c1ccc(OC2CCN(CCCc3ccccc3)CC2)cc1)N1CCCC1
    18.7, -3.1, -1.7, -4.7, -12.6, 105.0, 1.0, 4.0, 0.2
- COc1ccc(OC)c(NC(=O)CSc2nnc(CNc3ccc(C)cc3C)o2)c1
    13.2, -5.9, -2.3, -8.8, -1.8, 93.0, 1.3, -3.0, 2.0
- c1ccc(-c2[nH]ncc2CN2CCc3ccccc3C2)cc1
    7.0, 2.9, -8.3, -6.6, -6.9, 104.0, 0.1, 3.0, -0.2
- CN=C1S/C(=C\c2ccc(N3CCCC3)c(F)c2)C(=O)N1C
    7.8, 3.1, 0.8, -11.8, -4.7, 107.0, -0.1, -7.0, -0.2
- COc1ccc(C(=O)Nc2ccc(NC(=O)c3ccccc3)cc2)cc1S(=O)(=O)N1CCOCC1
    4.8, -5.2, -2.2, -7.6, 3.4, 104.0, 1.5, 4.0, 0.3
- CC(C)CCNC(=O)C1CCC(=O)N1CCc1ccccc1 (configuration not stated)
    -2.4, -12.6, -2.6, -0.3, -10.2, 110.0, 0.3, 10.0, 1.0
- COc1ccc(C(=O)Cn2c(C)nc([N+](=O)[O-])c2Br)cc1
    -15.9, -6.7, 0.8, 2.1, -11.4, 98.0, 3.7, -1.0, 2.4
- CCOC(=O)C(C(=O)NCC1CCCO1)C1CCCCC1 (configuration not stated)
    5.6, -4.1, -9.1, -14.2, 9.9, 107.0, 0.0, 2.0, -0.5
- Cc1cccc2nc(CNC(=O)CC3C(=O)NCCN3Cc3cccc(F)c3)cn12 (configuration not stated)
    -32.1, -6.2, 2.5, -7.1, 0.5, 101.0, -0.5, -1.0, 0.6
- CC1CN(S(=O)(=O)c2ccc(C(=O)Nc3nnc(-c4ccco4)o3)cc2)CC(C)O1 (configuration not stated)
    -19.3, -0.1, 7.6, -1.7, -7.5, 107.0, -0.3, -1.0, 0.6
- O=c1c(-c2ccc(Br)cc2)coc2c(CN3CCOCC3)c(O)ccc12
    21.9, -0.7, 13.4, -2.3, -9.6, 95.0, -0.9, -1.0, 0.6
- CCCCNC(=O)NC1C(NC(=O)NCCCC)N(C)C(=O)N1C (configuration not stated)
    10.1, 1.0, -1.3, 0.9, -1.2, 106.0, 0.8, 4.0, 2.2
- O=C(Cn1c(=O)n(-c2cccc(C(F)(F)F)c2)c(=O)c2sccc21)NCC1CCCO1 (configuration not stated)
    6.4, -6.7, -0.8, -1.1, -2.1, 105.0, -0.1, 12.0, -0.4
- CCN1CCCC1CNS(=O)(=O)c1ccc(Br)cc1 (configuration not stated)
    -49.9, -12.6, 4.2, -6.0, 4.2, 108.0, 0.3, 7.0, 0.0
- O=C(/C=C/c1cnc2ccccc2n1)NC12CC3CC(CC(C3)C1)C2
    26.4, -7.4, 0.8, -4.4, 9.0, 81.0, -2.1, 4.0, -1.3
- CC(Sc1ncnc2ccccc12)C(=O)Nc1ccc2c(c1)OCCO2 (configuration not stated)
    22.9, -5.9, -2.2, -7.2, -7.5, 100.0, 5.5, 15.0, 5.6
- Cc1ccc(NC(=O)C2CCN(S(=O)(=O)c3ccc(N4CCCC4=O)cc3)CC2)cc1Cl
    8.7, -3.6, 2.9, -9.8, 38.5*, 102.0, 12.5, 7.0, 14.7
- COCCn1c(-c2ccco2)csc1=Nc1cccnc1
    1.9, /, 4.2, -1.1, -3.5, 104.0, -0.3, 8.0, -0.5
- O=C(NCCc1ccco1)C(=O)NCC1OCCCN1S(=O)(=O)c1cc(F)ccc1F (configuration not stated)
    10.2, -3.3, -2.3, 0.1, -13.0, 115.0, 1.2, 11.0, 9.9
- CCn1c(CCNS(=O)(=O)c2ccccc2Br)nnc1SC
    9.8, -5.8, 6.8, -7.0, -11.1, 106.0, 0.4, 8.0, 0.2
- O=C(CCc1ccc(O)cc1)c1c(O)cc(O)cc1O
    -2.8, -4.7, /, -10.2, /, 98.0, 3.5, 1.0, 2.5
- O=C(N/N=C/c1ccc(OCc2ccccc2)cc1)c1ccc(O)cc1
    8.4, -5.8, -9.8, -10.2, 3.4, 102.0, 0.0, -1.0, 0.5
- O=c1ccn(Cc2ccc(F)cc2)c2ccnc(C(F)(F)F)c12
    11.1, 2.3, 4.2, -7.7, -8.0, 98.0, 3.5, 1.0, 5.7
- Cc1sc2nc(COC(=O)c3ccc(O)cc3)[nH]c(=O)c2c1C
    6.7, 3.5, -7.8, -4.8, -15.7, 100.0, 6.5, 3.0, 2.2
- O=C(O)C1C2CC2CN1C(=O)c1ccc(Cl)cc1Cl (configuration not stated)
    4.9, 5.4, 1.1, -11.7, -6.7, 99.0, 0.8, 3.0, 0.8
- C#CCSc1nnc(CSc2nc3ccccc3s2)n1-c1ccccc1
    12.2, -4.4, -0.3, -22.0, 3.0, 94.0, 3.8, -1.0, 5.4
- CCc1nn2cc(C(=O)c3ccccc3O)cnc2c1-c1ccc(F)cc1
    4.9, 9.0, -4.1, -15.1, -2.6, 98.0, -1.4, 0.0, 1.0
- Cc1ccc(OCCC(=O)OCC(=O)NCc2ccccc2)cc1
    /, 1.5, /, -1.6, /, /, -1.4, /, -1.0
- CCN(C(=O)CN1CCCCC1)C1(C)C(=O)c2ccccc2C1=O
    13.0, -5.7, -4.9, 1.4, -13.7, 109.0, 0.7, 1.0, -0.2
- CCOC(=O)N1CCC(Nc2nc3ccccc3n3nnnc23)CC1
    6.7, -2.5, 3.6, -17.2, 1.7, /, 0.4, /, 1.2
- N#C/C(=C\N1CCCCC1)S(=O)(=O)c1ccc(Cl)cc1
    /, -8.0, 0.1, -0.6, -8.3, 96.0, -0.2, -28.0, 1.7
- O=C(CSc1nc2ccccc2[nH]1)Nc1ccccc1N1CCOCC1
    2.0, 1.3, -0.1, -5.8, -13.7, 93.0, -0.3, -7.0, 0.1
- CC(=O)Nc1ccc(S(=O)(=O)N2CCCC3CCCCC32)cc1 (configuration not stated)
    /, -4.6, /, -9.6, /, /, 2.0, /, 1.4
- O=C(c1noc2c1CSc1ccccc1-2)N1CCN(c2ccc(Cl)cc2)CC1
    32.3, -5.1, -3.8, -9.7, -2.1, 85.0, 0.6, -17.0, 0.7
- O=C(NC(=S)Nc1ncccn1)c1ccc(Cl)cc1Cl
    41.0, -2.5, 7.5, -3.0, -8.7, 94.0, 0.2, -3.0, -0.3
- CC(C)n1ncc(N2CCOCC2)c(Cl)c1=O
    10.1, -11.0, 4.6, -15.4, -6.9, 101.0, -1.0, 9.0, 0.4
- Cc1ccc(NS(=O)(=O)c2ccc(NC(=O)c3cccs3)cc2)c(C)c1
    18.2, 1.8, -9.2, -7.6, -3.2, 95.0, 6.3, -1.0, 7.0
- COc1cc(/C=N/NC(=S)Nc2cccnc2)cc(OC)c1O
    -16.0, -5.2, 44.8*, -2.0, -10.9, 98.0, 0.5, -5.0, 0.5
- COC(=O)c1cc(OC)c(OC)cc1NC(=O)c1cnccn1
    21.4, /, -1.8, /, -10.4, 119.0, /, 9.0, /
- C=CCn1nc(-c2ccccc2)c2c(C)onc2c1=O
    12.6, -4.8, -10.3, -9.4, -3.3, 83.0, -1.6, -19.0, 0.4
- C=CCOC(=O)C1=C[C@H](c2ccc(C(F)(F)F)cc2)C[C@H](OCCCCO)O1
    /, -3.9, /, 4.7, /, 94.0, 1.5, -3.0, -0.5
- C=CCc1cccc(C2Nc3ccccc3C(=O)N2O)c1O (configuration not stated)
    -1.2, 0.0, -1.6, -9.4, -5.5, 96.0, 5.3, -1.0, 1.7
- CCN1CCC(N2CCN(c3ccc(F)cc3)CC2)CC1
    -3.2, -7.4, -0.3, -5.2, -6.7, 110.0, -0.1, 10.0, -0.4
- COc1cc(C(=O)NCCOc2cc(C)ccc2C(C)C)cc(OC)c1OC
    10.2, -8.5, -1.7, -18.6, 0.9, 105.0, 9.7, 4.0, 6.2
- CC(C)CC(NC(=O)OC(C)(C)C)C(=O)NCc1ccccc1 (configuration not stated)
    21.6, 2.3, -4.7, 1.9, -1.6, 98.0, -0.9, 4.0, -0.1

3 records picked at random from those above, as already listed:
Sequence of screens: NALP1 inh, GalR3 antag, PfM18AAP inh, OXTR potentiate, GPR7 antagonist, MEKK2wt PB1 HTS, OXTR ag, MEKK2 mut-MEK5, V1R ag counter
- CCn1c(CCNS(=O)(=O)c2ccccc2Br)nnc1SC
    9.8, -5.8, 6.8, -7.0, -11.1, 106.0, 0.4, 8.0, 0.2
- COc1cc(/C=N/NC(=S)Nc2cccnc2)cc(OC)c1O
    -16.0, -5.2, 44.8*, -2.0, -10.9, 98.0, 0.5, -5.0, 0.5
- CCOC(=O)C(C(=O)NCC1CCCO1)C1CCCCC1 (configuration not stated)
    5.6, -4.1, -9.1, -14.2, 9.9, 107.0, 0.0, 2.0, -0.5

The list goes on:
Sequence of screens: NALP1 inh, GalR3 antag, PfM18AAP inh, OXTR potentiate, GPR7 antagonist, MEKK2wt PB1 HTS, OXTR ag, MEKK2 mut-MEK5, V1R ag counter
- CC(C)(C)C1(O)CC(C(F)(F)F)=NN1C(=O)Cc1ccc([N+](=O)[O-])cc1 (configuration not stated)
    -1.2, 1.1, 0.7, -4.2, 0.1, 99.0, 2.0, -3.0, 3.6
- O=C(NCCN1CCOCC1)c1cccs1
    8.1, -0.1, 1.8, -2.1, -3.9, 101.0, 0.7, 3.0, 0.1
- CC(C)(O)C1CC[C@@](C)([C@@H]2CC[C@]3(C)[C@H]2[C@H](O)CC2[C@@]4(C)CCC(O)C(C)(C)C4C(OC4OC(CO)C(O)C(O)C4O[C@@H]4OCC(O)C(O)C4O)C[C@]23C)O1 (some centres not stated)
    /, -0.5, /, -8.4, /, /, 1.6, /, 0.7
- Cc1cnc(C(=O)OCc2csc(CC(=O)Nc3ccccc3C)n2)cn1
    23.7, -0.8, 5.6, -6.5, 15.5, 102.0, -1.8, 0.0, 0.2
- CC(C)c1ccc(NC2CCCN(C(=O)CCN3Cc4ccccc4C3=O)C2)cc1 (configuration not stated)
    6.4, 2.8, 2.9, -1.8, 10.4, 95.0, 1.4, -2.0, 4.2
- COc1ccc(CNC(=O)CCn2c(=O)c3cccn3c3ccc(F)cc32)cc1
    -2.0, -0.8, -4.6, 0.6, -17.3, 99.0, 0.7, -1.0, 1.2
- O=C(O)c1ccccc1N/N=C/c1c(Sc2nnnn2-c2ccccc2)nc2ccccn2c1=O
    7.8, 2.8, -6.2, -4.4, -2.2, 93.0, 10.1, -8.0, 10.6
- CC(=O)c1cc(C(=O)N2CCCC(CCC(=O)N(C)CCc3ccccn3)C2)cs1 (configuration not stated)
    1.9, -1.2, -1.1, -2.6, -12.4, 97.0, 0.0, -3.0, 0.2

One compound at a time, as listed above.
Listed for `CCN1CCC(N2CCN(c3ccc(F)cc3)CC2)CC1` : NALP1 inh: -3.2; GalR3 antag: -7.4; PfM18AAP inh: -0.3; OXTR potentiate: -5.2; GPR7 antagonist: -6.7; MEKK2wt PB1 HTS: 110.0; OXTR ag: -0.1; MEKK2 mut-MEK5: 10.0; V1R ag counter: -0.4
Listed for `c1ccc(-c2[nH]ncc2CN2CCc3ccccc3C2)cc1` : NALP1 inh: 7.0; GalR3 antag: 2.9; PfM18AAP inh: -8.3; OXTR potentiate: -6.6; GPR7 antagonist: -6.9; MEKK2wt PB1 HTS: 104.0; OXTR ag: 0.1; MEKK2 mut-MEK5: 3.0; V1R ag counter: -0.2

This is a random part of the collection; overall some 4.1% were active at least once.
